PLC-gamma1 inh = PLC-gamma1 enzyme inhibitors, primary screen, biochemical, fluorescence, purified enzyme; 1-phosphatidylinositol 4,5-bisphosphate phosphodiesterase gamma-1 (Homo sapiens), P19174; fluorogenic substrate; inhibition, % at 12.2 µM; actives 0.84% (n = 370,000); AID 720700, 2013; in the data active = inhibition above about 9.5%
Target sequence (P19174 whole entry, looked up): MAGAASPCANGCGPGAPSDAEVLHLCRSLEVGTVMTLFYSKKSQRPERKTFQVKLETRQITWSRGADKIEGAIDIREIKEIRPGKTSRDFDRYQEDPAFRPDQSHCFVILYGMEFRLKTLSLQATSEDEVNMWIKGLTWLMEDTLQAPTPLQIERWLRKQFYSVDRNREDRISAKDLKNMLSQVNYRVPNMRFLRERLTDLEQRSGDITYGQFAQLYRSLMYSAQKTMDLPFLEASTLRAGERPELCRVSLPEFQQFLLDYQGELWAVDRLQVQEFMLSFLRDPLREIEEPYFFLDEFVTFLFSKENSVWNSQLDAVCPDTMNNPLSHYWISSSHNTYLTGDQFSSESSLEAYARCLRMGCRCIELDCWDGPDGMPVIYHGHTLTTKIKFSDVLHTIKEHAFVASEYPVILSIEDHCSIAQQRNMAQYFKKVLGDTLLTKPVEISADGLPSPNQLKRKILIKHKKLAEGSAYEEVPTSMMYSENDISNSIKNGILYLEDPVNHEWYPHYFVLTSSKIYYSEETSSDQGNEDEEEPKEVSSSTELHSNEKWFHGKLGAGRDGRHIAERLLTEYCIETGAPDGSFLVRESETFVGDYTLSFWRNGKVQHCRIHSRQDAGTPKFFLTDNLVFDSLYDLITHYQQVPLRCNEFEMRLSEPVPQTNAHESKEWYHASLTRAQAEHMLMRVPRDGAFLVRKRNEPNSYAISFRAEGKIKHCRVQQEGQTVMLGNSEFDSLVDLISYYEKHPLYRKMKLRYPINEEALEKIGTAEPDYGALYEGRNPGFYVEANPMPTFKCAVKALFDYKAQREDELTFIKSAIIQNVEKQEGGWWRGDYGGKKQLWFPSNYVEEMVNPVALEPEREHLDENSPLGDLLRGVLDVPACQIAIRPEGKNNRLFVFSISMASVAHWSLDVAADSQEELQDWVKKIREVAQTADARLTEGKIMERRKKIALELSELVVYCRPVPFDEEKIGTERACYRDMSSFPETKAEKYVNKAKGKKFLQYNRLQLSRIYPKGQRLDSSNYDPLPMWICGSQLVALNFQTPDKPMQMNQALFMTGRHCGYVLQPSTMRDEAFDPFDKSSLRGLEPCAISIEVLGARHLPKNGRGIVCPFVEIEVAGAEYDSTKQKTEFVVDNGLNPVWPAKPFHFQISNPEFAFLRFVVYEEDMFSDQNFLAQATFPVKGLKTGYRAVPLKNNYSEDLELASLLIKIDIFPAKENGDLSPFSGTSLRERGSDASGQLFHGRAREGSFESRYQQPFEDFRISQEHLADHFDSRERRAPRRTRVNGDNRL
hcDAF-12 act = H. contortus DAF-12 nuclear receptor activators, primary screen, cell-based, luminescence, HEK293, lit1-tk-luc reporter. HEK293 hcDAF-12 lit1-tk-luc reporter; 0% DMSO, 100% Δ7-dafachronic acid. activation, % at 6.8 µM. actives 1.4% (n = 370,000);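 active = activation above the mean of all tested compounds plus 3 SD, cut at about 5.5% in these data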;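 also: 100% = response to 3 µM Δ7-dafachronic acid high control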
hgDAF-12 ag = H. glycines DAF-12 receptor agonists, primary screen, cell-based, luminescence, HEK293, GAL4 fusion, UAS-luciferase | Nuclear hormone receptor DAF-12 (Heterodera glycines), GAL4 fusion | actives 1.8% (n = 370,000) | activation, % at 6.8 µM | HEK293 GAL4-hgDAF12 UAS-luciferase reporter, agonist luminescence; normalized to butyrate control;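 active = activation above a cutoff set at the mean of all screened compounds plus 3 SD, cut at about 10% in these data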;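 also: 0% = DMSO wells and 100% = sodium butyrate wells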
ADAM10 inh = human ADAM10 inhibitors, primary screen, biochemical, QFRET, HTS. Disintegrin and metalloproteinase domain-containing protein 10 (Homo sapiens), O14672. actives 0.62% (n = 370,000). recombinant ADAM10, EDANS/DABCYL FRET peptide cleavage, 3 h. inhibition, % at 7 µM;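 active = inhibition above a per-campaign cutoff equal to the mean of compounds falling between control-based bounds plus 3 SD, cut at about 20% in these data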;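 also: 0% = DMSO wells while the 100% control is not disclosed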
PLC-beta3 inh = human PLC-beta3 inhibitors, primary screen, biochemical, fluorescence | inhibition, % at 12.2 µM | actives 0.18% (n = 370,000) | Purified PLC-beta3, fluorogenic substrate | AID 720704, 2013; in the data active = inhibition above about 11%;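 also: 0% = median of compound wells on plate and 100% = full blocker control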
DAX1 inh-1 = DAX1 (NR0B1) inhibitors, primary screen, cell-based, HEK293, Gal4-DAX1, luciferase luminescence; Nuclear receptor subfamily 0 group B member 1 (Homo sapiens), P51843; HEK293 Gal4-DAX1 luciferase reporter; inhibition, % at 6.75 µM; actives 0.99% (n = 340,000); AID 504766, 2011;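 active = inhibition above the mean over all tested compounds plus 3 SD, cut at about 4.2% in these data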;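 also: 0% = DAX1-transfected cells with DMSO and 100% = empty-vector control cells with DMSO; inhibition shows as a rise in luminescence from relieved DAX1 repression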
FXN GAA850 act = FXN promoter activators, primary screen, cell-based, luciferase luminescence, HEK293 lucGAA850; activation, % at 6 µM; actives 0.56% (n = 360,000); HEK293 lucGAA850 FXN promoter luciferase reporter, 24 h; percent of 10 µM SAHA response;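 active = activation above the average of all compounds screened plus 3 SD, cutoff fixed separately per campaign, cut at about 7.5% in these data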;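 also: 0% = DMSO wells and 100% = 10 µM SAHA wells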
DAX1 inh-2 = DAX1 (NR0B1) inhibitors on StAR promoter, primary screen, cell-based, luminescence, SF-1 (NR5A1), full-length DAX-1; inhibition, % at 6.8 µM; AID 652010, 2013; HEK293T StAR-luciferase reporter, SF-1/DAX-1 repression relief; actives 1.1% (n = 370,000);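 active = inhibition above the mean over all tested compounds plus 3 SD, cut at about 3.6% in these data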;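 also: 0% = DAX-1 cells with DMSO and 100% = cells lacking DAX-1 with DMSO; higher inhibition means more luminescence from relief of DAX-1 repression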
ADAM17 inh = ADAM17 inhibitors, primary screen, biochemical, QFRET | Disintegrin and metalloproteinase domain-containing protein 17 (Homo sapiens), P78536 | recombinant ADAM17, EDANS/DABCYL FRET peptide cleavage | inhibition, % at 6.95 µM | actives 0.83% (n = 370,000) | AID 720648, 2013;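 active = inhibition above the mean of compounds lying between control limits plus 3 SD, set per campaign, cut at about 8.5% in these data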;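 also: 0% = DMSO-only wells as the low control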
ssDAF-12 act = S. stercoralis DAF-12 nuclear receptor activators, primary screen, cell-based, luminescence, HEK293, GRIP1 co-expression, lit1-tk-luc. Nuclear hormone receptor DAF-12 (Strongyloides stercoralis). HEK293 ssDAF-12/GRIP1 lit1-tk-luc reporter; % of 3 µM dafachronic acid response. activation, % at 6.8 µM. actives 1% (n = 370,000);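 active = activation above the mean over all tested compounds plus 3 SD, cut at about 0.9% in these data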;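 also: 0% = DMSO-only wells and 100% = 3 µM delta7-dafachronic acid wells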
sPLA2-III inh = human group III sPLA2 inhibitors, primary screen, biochemical, QFRET, BODIPY PC-A2 liposome substrate; Group 3 secretory phospholipase A2 (Homo sapiens), Q9NZ20; QFRET BODIPY PC-A2 liposome hydrolysis, fluorescence; inhibition, % at 12.2 µM; actives 0.56% (n = 370,000);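 active = inhibition above mean plus 3 SD of compounds lying within the high and low control bounds, cut at about 19% in these data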;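 also: 0% = median of test compound wells and 100% = no enzyme DMSO wells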
The depositor's hits bear a star; i = inactive; / = not tested or not shown.

| nr | SMILES | PLC-gamma1 inh | hcDAF-12 act | hgDAF-12 ag | ADAM10 inh | PLC-beta3 inh | DAX1 inh-1 | FXN GAA850 act | DAX1 inh-2 | ADAM17 inh | ssDAF-12 act | sPLA2-III inh |
| --- | --- | --- | --- | --- | --- | --- | --- | --- | --- | --- | --- | --- |
| 1 | CCC(C)(C)n1nnnc1C(c1cc2cccc(C)c2[nH]c1=O)N1CCN(C(=O)c2ccco2)CC1 (stereo not given) | -27 | -1.4 | 1.9 | -49 | -44 | 0.7 | 1.6 | 0.3 | -19 | -1.1 | 2 |
| 2 | Cc1cc(Br)ccc1NC(=O)CN(C)C(=O)C1CCN(C(=O)c2ccc(Cl)cc2)CC1 | 1 | -1.3 | -3.4 | 1 | -2 | -0.4 | -1.5 | -0.3 | 2 | -1.5 | -10 |
| 3 | CCOc1ccc(S(=O)(=O)N(C(=O)c2ccco2)c2cc3sc(=O)oc3c3ccccc23)cc1 | -4 | -4.0 | -3.3 | 2 | -1 | -0.5 | 0.2 | -0.7 | 3 | -0.8 | 17 |
| 4 | NNC(=O)c1cc2sccc2s1 | -18 | 0.3 | 6.5 | -10 | -33 | -3.9 | -1.9 | -1.1 | -2 | -1.3 | -11 |
| 5 | CCCCCCCn1ccc(=N)cc1 | 3 | -4.7 | -10 | -1 | 5 | -3.1 | -7.2 | -4.0 | 1 | -2.7 | 4 |
| 6 | CC(C)NC(=O)NC(=O)CSc1nnc(-c2c[nH]c3ccccc23)o1 | 2 | -0.1 | 1.4 | 8 | -8 | -0.2 | 1.9 | 0.0 | -2 | -1.3 | -33 |
| 7 | O=C(Cc1ccccc1)NCc1ccc(F)cc1 | -1 | -0.8 | 9.3 | -9 | -3 | 0.4 | 0.6 | 0.8 | -4 | -1.2 | 5 |
| 8 | O=C(c1ccc(C(F)(F)F)cc1)C1CCCN(C(=O)c2cnccn2)C1 (stereo not given) | 0 | -0.3 | 1.4 | 2 | 3 | 3.1 | 1.8 | 0.0 | -2 | -1.1 | 0 |
| 9 | COC(=O)c1nnn(-c2nc(N(C)C)nc(N(C)C)n2)c1C | 0 | -0.6 | 3.7 | 0 | -5 | 0.1 | 0.6 | -0.1 | 2 | -1.6 | 3 |
| 10 | CC(C)N1CCNCC1 | 0 | -0.3 | 0.5 | 4 | 4 | 0.1 | -0.6 | 0.3 | 4 | -1.8 | 2 |
| 11 | COc1cc(OC)cc(C(=O)N[C@@H](CCSC)c2nc3ccccc3[nH]2)c1 | 1 | 0.1 | -0.8 | 1 | -3 | 1.5 | -5.9 | -0.7 | 2 | -1.8 | -2 |
| 12 | Cc1cccc(C)c1NC(=O)CN(C)C(=O)c1cc(S(=O)(=O)N(C)C)ccc1N1CCCC1 | -2 | 0.5 | 0.6 | -3 | -4 | -0.6 | 0.5 | -2.7 | -3 | -0.8 | 0 |
| 13 | O=C(CN1C(=O)NC2(CCc3ccccc32)C1=O)NCC(F)(F)F (stereo not given) | -2 | -0.3 | 0.7 | 3 | -5 | -1.5 | 1.5 | 0.1 | 0 | -0.8 | 0 |
| 14 | O=C(OC12CCCN(C1)/C(=C/c1ccncc1)C2)C1CCCCC1 (stereo not given) | -10 | -5.2 | -4.8 | 1 | -11 | / | / | -3.6 | 2 | -2.4 | 1 |
| 15 | CC(=O)c1ccc(OC2OCCOC2Oc2ccc(C(C)=O)cc2)cc1 (stereo not given) | 1 | -1.5 | -1.4 | -1 | 0 | -1.1 | 1.8 | -1.1 | -5 | -1.5 | 1 |
| 16 | N#CC12CCCCC1CC1CCCCC1(C#N)N2Cc1ccccn1 (stereo not given) | -4 | 2.1 | 7.9 | -13 | -5 | -0.4 | -0.4 | 1.9 | -5 | -0.5 | 5 |
| 17 | CN1CCN(CCCNC(=O)c2ccc3c(=O)n(CCc4ccccc4)c(=O)[nH]c3c2)CC1 | -99 | 2.9 | -2.2 | -46 | -145 | -0.8 | 1.1 | -0.4 | -19 | -1.3 | 8 |
| 18 | COc1cc(NC(=O)c2ccccc2OCc2ccccc2)cc(OC)c1OC | 7 | -0.5 | 0.4 | 0 | 7 | -1.3 | -2.7 | -0.1 | -8 | -0.1 | 15 |
| 19 | O=C(O)CCc1ccc(-c2cccs2)n1NC(=O)c1ccco1 | 4 | -0.1 | 0.6 | -1 | -3 | 1.6 | -0.9 | 0.2 | -1 | -1.1 | 4 |
| 20 | Fc1cccc(F)c1-c1nc(-c2ccncc2)no1 | 2 | 5.1 | 5.3 | -8 | -5 | 2.3 | 4.2 | 0.3 | 0 | -0.1 | 4 |
| 21 | COCCCN1C(=O)c2ccc(C(=O)OCC(=O)NCc3cccc(OC)c3)cc2C1=O | 0 | 1.2 | 1.3 | -4 | -6 | -0.2 | -0.3 | 1.5 | 1 | -0.9 | 3 |
| 22 | O=C1c2ccccc2C(=O)N1CCc1c(-c2ccccc2)[nH]c2ccccc12 | 6 | -1.9 | -5.4 | 20* | 2 | -1.5 | 1.5 | -2.7 | 5 | -1.4 | -28 |
| 23 | COc1ccc(C(C(=O)NC(C)(C)C)n2c(=O)c(-c3ccco3)nc3ccccc32)cc1 (stereo not given) | -36 | 0.6 | 2.3 | -6 | -55 | / | / | -1.3 | -1 | 1.5* | 0 |
| 24 | CN(C(=O)CSc1nc2c(cnn2-c2ccccc2)c(=O)[nH]1)C1CCS(=O)(=O)C1 (stereo not given) | 0 | -0.3 | 0.5 | 3 | -7 | / | / | 0.0 | -4 | -1.5 | 4 |
| 25 | Cc1ccc(S(=O)(=O)N(C)C[C@H]2OCCCC[C@@H](C)Oc3ccc(N(C)C)cc3C(=O)N([C@H](C)CO)C[C@@H]2C)cc1 | -9 | 0.3 | -0.3 | -5 | -14 | 0.5 | 0.3 | 0.8 | -7 | -1.7 | 6 |
| 26 | Fc1ccccc1C1CC(c2ccco2)=Nc2ccccc2S1 (stereo not given) | -11 | 3.1 | 4.1 | -5 | -31 | 1.5 | 5.6 | -0.3 | 2 | -0.4 | 8 |
| 27 | CCC(C)N(C(=O)COC(=O)c1cc([N+](=O)[O-])ccc1N1CCOCC1)C1CCS(=O)(=O)C1 (stereo not given) | 3 | 1.1 | 0.5 | -10 | -4 | 1.0 | 2.2 | 0.0 | -6 | -1.2 | 6 |
| 28 | O=S(=O)(NCC(O)c1ccccc1)c1cc(Cl)sc1Cl (stereo not given) | 7 | -1.2 | -0.4 | -5 | -8 | -0.4 | 0.8 | -1.4 | -2 | -1.1 | -16 |
| 29 | CCOC(=O)c1ccccc1NC1c2ccccc2C(=O)N1C1CCN(C(=O)OCC)CC1 (stereo not given) | -53 | -1.2 | -3.7 | -427 | -75 | 0.0 | -1.8 | 0.1 | -102 | -1.9 | -9 |
| 30 | Nc1nc(Sc2ccc([N+](=O)[O-])cc2[N+](=O)[O-])n[nH]1 | 9.5* | 0.3 | 3.9 | 5 | -1 | -1.4 | 0.9 | -0.9 | -1 | -0.8 | 1 |
| 31 | CCc1cccc(NC(=O)COC(=O)c2cc([N+](=O)[O-])ccc2N2CCOCC2)c1 | -3 | -0.2 | 2.6 | -4 | -7 | -0.9 | -1.8 | -1.6 | -2 | -0.7 | 3 |
| 32 | COc1ccc(OC)c(C2=NOC(C(=O)Nc3cccnc3)C2)c1 (stereo not given) | -6 | -1.7 | -0.3 | -19 | -11 | -0.5 | -1.4 | 1.2 | -7 | -1.1 | 8 |
| 33 | CCOC(=O)C1=C(O)C(=O)N(c2ccc(S(N)(=O)=O)cc2)C1c1ccc(OC)cc1OC (stereo not given) | -15 | -0.6 | -0.5 | -11 | -19 | -0.5 | 0.3 | 0.3 | -4 | -1.3 | -2 |
| 34 | CCN(CC(=O)Nc1c(F)cccc1F)C(=O)Cc1cccs1 | 1 | -1.1 | -1.0 | 5 | 6 | -1.5 | 0.4 | 1.1 | 3 | -1.3 | 5 |
| 35 | O=C(N/N=C/c1c[nH]c2ccccc12)c1ccncc1 | -6 | 4.9 | 2.7 | 0 | -2 | 1.7 | -1.1 | 0.0 | 0 | -0.5 | -5 |
| 36 | Cc1nn2c(=O)cc(CSc3ccccc3NC(=O)c3ccccc3F)nc2s1 | 1 | 2.3 | -1.2 | -4 | -6 | 0.0 | 1.4 | -1.3 | -2 | -1.5 | -3 |
| 37 | Cc1ccc(S(=O)(=O)N/N=C/c2ccc(OC3CSC3)cc2)cc1 | 2 | -1.4 | -2.4 | 3 | -1 | -0.1 | 1.2 | -0.7 | 0 | -1.3 | -21 |
| 38 | Cc1cccc(OCC(=O)NNc2c3ccccc3nc3ccccc23)c1 | -54 | -1.1 | -3.7 | -345 | -77 | -0.7 | -0.6 | -1.3 | -116 | -1.3 | -6 |
| 39 | CCOC(=O)c1[nH]ncc1CN1CCCC(C(=O)c2cccc(OC(C)C)c2)C1 (stereo not given) | -3 | -1.1 | 5.0 | -20 | -7 | 2.3 | 0.5 | 0.4 | 0 | -1.1 | -8 |
| 40 | COC(=O)c1c(C#N)c(N)nc2c1CCC2 | i | -0.8 | -0.1 | i | i | 0.0 | 3.0 | 0.2 | -446 | -0.9 | 1 |
| 41 | COc1ccc(NC(=O)CSc2nc3[nH]ncc3c(=O)n2-c2ccccc2C)cc1OC | 0 | -2.3 | -1.8 | -7 | 3 | -0.7 | 0.3 | -0.7 | -3 | -2.2 | -6 |
| 42 | CCCCC(=O)Nc1ccc(C2C(=O)c3ccccc3C2=O)cc1 | -2 | 0.5 | 2.8 | -6 | -8 | 1.0 | 4.5 | 1.6 | -1 | -1.3 | 6 |
| 43 | COCCN(C(=O)CSc1nc2ccccc2c(=O)n1CCOC)c1c(N)n(Cc2ccccc2)c(=O)[nH]c1=O | 3 | 0.2 | -0.1 | 5 | 1 | 0.3 | 1.3 | 0.7 | 0 | -0.8 | 4 |

High-throughput results as filed in PubChem.
